Bioassay records: PubChem, National Center for Advancing Translational Sciences (NCATS)
ERK EGF block: qHTS Assay for Inhibitors of the ERK Signaling Pathway using a Homogeneous Screening Assay; Stimulation with EGF; Potency, µM (series often up to 11.5 µM), without a hit: top-dose activity change, negative = inhibition, most hits filed as inhibitors; HEK293-V1b, EGF-stimulated phospho-ERK AlphaScreen; 130,000 tested, 0.41% active; active = well fitted inhibition curve with a large enough effect; inconclusive = small, poorly fitted or top-dose-only effect, or effect the other way;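 note: plate controls were stimulated vehicle wells for no effect and unstimulated vehicle basal for full effect; nearly all actives have a fitted effect of over 55% in size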
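Compounds are titrated over HEK293-V1b cells kept overnight in 1% FBS. After 30 min at 37C, EGF (25 nM final) triggers ERK phosphorylation for 5 min, measured by AlphaScreen in lysates.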
* marks the source's active call; other numbers are inactive results; ? = inconclusive; & = joins results of further samples; [ ] = remark or other dose. Potency is the fitted concentration of half-maximal effect. Some of the compounds tested (hit frequency here may not be typical).

SMILES	ERK EGF block
O=C1C(Cl)=C(N2CCCCC2)C(=O)C(Cl)=C1c1cnc(N2CCCCC2)s1	2%
Cc1ccc2nc(SC(C(=O)c3ccccc3)c3ccccc3)nc(C)c2c1 (stereo unspecified)	3%
Nc1ccc(C(=O)c2cccs2)cc1	11%
COc1ccc(Cn2c(-c3ccc(OC)cc3)nc3c(c(=O)c4ccccc4n3C)c2=O)cc1	4%
CCCC(=O)N1N=C(c2ccccc2)CC1c1cn(C)c2ccccc12 (stereo unspecified)	0%
NC(=O)c1nsc(C(=O)N(CC(=O)NC2CCCC2)c2cnc3ccccc3c2)c1N	-17%[57.5 µM]
CCn1c(=O)c(C(=O)CC#N)c(N)n(Cc2ccccc2)c1=O	1%[57.5 µM]
CCOC(=O)N1CCN(Cc2ccc(O)c3ncccc23)CC1	-1%
Cc1ccc(NC2=NCCC2)cc1Cl	8%
Cc1ccc(-n2c(C)cc(/C=N/NC(=O)Cn3c4ccccc4c(=O)c4ccccc43)c2C)cc1	0%
COc1cc(/C=N/N2CCOCC2)ccc1OCc1ccc(Cl)cc1	2%
CC(C)CNC(=O)C(=O)NCc1ccccc1	-19%
O=C(CSC1=NCCS1)NC(c1ccccc1)c1ccccc1	-5%
CCN(CC)S(=O)(=O)c1ccc(C)c(NC(=S)N2CCN(Cc3ccc4c(c3)OCO4)CC2)c1	-9%
COc1cc(CO)ccc1OCc1ccc(Cl)nc1	-8%[57.5 µM]
COc1ccccc1NC(=S)Nc1ccc2cn[nH]c2c1	-7%
O=C1NC(c2ccccc2OC(F)F)Oc2ccccc21 (stereo unspecified)	28%
O=C(CSc1ccccc1)NC(=O)NCc1ccccc1	-16%[57.5 µM]
O=c1c2ccccc2nnn1CCO	-9%[57.5 µM]
Cc1ccc(-n2cc(CN3CCC(CO)(Cc4cccc(C(F)(F)F)c4)CC3)cn2)cc1	?

Sorted by the number under ERK EGF block (lowest first): 4 of the compounds above
SMILES	ERK EGF block
O=C(CSC1=NCCS1)NC(c1ccccc1)c1ccccc1	-5%
CCOC(=O)N1CCN(Cc2ccc(O)c3ncccc23)CC1	-1%
Cc1ccc(-n2c(C)cc(/C=N/NC(=O)Cn3c4ccccc4c(=O)c4ccccc43)c2C)cc1	0%
O=C1NC(c2ccccc2OC(F)F)Oc2ccccc21 (stereo unspecified)	28%

Other structures follow:
SMILES	ERK EGF block
O=C(CCC(=O)NNC(=O)c1ccccc1[N+](=O)[O-])NCc1ccccc1	-1%
Cc1ccc(NNC(=O)c2ccc(Cl)cc2)nn1	1%[57.5 µM]
O=C(CSc1n[nH]c(=O)n1Cc1ccco1)c1ccc(F)cc1	-4%[57.5 µM]
Cc1ccc(C(=O)OC(C)CN2CCN(C)CC2)cc1 (stereo unspecified)	4%[57.5 µM]
O=C(Cc1ccccc1)NCc1ccc(-n2cccc2)cc1	0%
COC(=O)c1cc(NS(=O)(=O)c2ccc(F)cc2)ccc1N1CCOCC1	15%[57.5 µM]
Cc1oc(-c2ccccc2)cc1C(=O)NC1CCN(Cc2ccccc2)CC1	1%[57.5 µM]
Cc1ccc(S(=O)(=O)NCc2ccc(C(=O)NC3CC3)cc2)cc1	-5%
O=C(Nc1nnc(-c2ccc(F)cc2)s1)Nc1ccccc1F	1%[57.5 µM]
COc1cc([C@@H]2c3cc4c(cc3[C@H](O)[C@H]3COC(=O)[C@H]23)OCO4)cc(OC)c1OC	-10%&9%
Cc1cc(C)cc(N=C2SC(CC(=O)Nc3ccccc3)C(=O)N2CCN2CCOCC2)c1 (stereo unspecified)	-5%
O=C(O)C1=CC(O)[C@@H](O)C(O)C1 (stereo partly specified)	26%
CC(C)[C@H](CO)Nc1nc(Nc2cc(N)cc(Cl)c2)c2ncn(C(C)C)c2n1	-3%
FC(F)(F)c1ccccc1-c1nccc(NCc2ccccc2)n1	21%
N[C@]1(C(=O)O)CCc2cc(C(=O)O)ccc21	0%
COc1ccc(NC(=S)NC2CCCCC2)c(OC)c1	-3%
O=C(c1cc(-c2ccccn2)nc2ccc(Br)cc12)N1CCN(S(=O)(=O)c2ccccc2)CC1	-9%
CC(C)CCNC(=O)C(=O)NCCC1=CCCCC1	0%
N#C/C(=C\c1c(N2CCOCC2)nc2ccccn2c1=O)C(=O)NC1CCS(=O)(=O)C1 (stereo unspecified)	-4%[57.5 µM]
O=C(Nc1nc2cc3c(cc2s1)OCCO3)c1ccncc1	-6%
Cn1nccc1NS(=O)(=O)c1ccc(F)cc1	13%[57.5 µM]
COc1ccc(/C=C/C(=O)c2ccc(O)cc2)cc1CN1CCOCC1	2%
CCCCOc1ccc(C(=O)NCC(=O)OCC(=O)N2CCN(S(=O)(=O)c3ccc(C)cc3C)CC2)cc1	-2%
CC(=O)Nc1cccc(C(=O)OCC(=O)NCc2ccc(F)cc2)c1	0%
COc1ccc(/C=C/C(=O)NC(C)CCc2ccccc2)cc1OC (stereo unspecified)	1%
Cc1ccc2nc(C)c(C(=O)N/N=C/c3ccc(N4CCOCC4)cc3)cc2c1	-12%
COc1cccc(-c2nc(-c3ccc4c(c3)NC(=O)CO4)cs2)c1	?
CS(=O)(=O)N(CC(=O)NCc1ccco1)c1ccc(OCc2ccccc2)cc1	-2%
C=CCc1cc(Cl)ccc1OCCCNC(C)CC (stereo unspecified)	4%
Cn1cc(CN2CCN(c3cnccn3)CC2)c(-c2cccc(Cl)c2)n1	10%[57.5 µM]
O=C(/C=C/c1ccc(N2CCC(c3ccccc3)=N2)cc1)c1ccccc1	?
CC(C)N(C(=O)COC(=O)[C@H](C)NC(N)=O)c1ccccc1	0%
Cc1cc([N+](=O)[O-])nn1CC(=O)N/N=C/c1ccc(O)cc1O	4%[57.5 µM]
C[N+](C)(C)CCN1C(=O)CSC1=O	-11%[57.5 µM]
CCCNC(=O)CSc1nc(COc2ccccc2)nc2ccccc12	-2%
CN(C)CCN(C(=O)/C=C/c1cccs1)c1nc2c(F)cc(F)cc2s1	1%
Cc1ccccc1C(=O)O/N=C(\N)c1ccncc1	11%
CCN(CC)CCCNc1oc(/C=C/c2ccccc2)nc1C#N	2%[57.5 µM]
Clc1nc(Cl)nc(NCCC2=CCCCC2)n1	-4%
O=[N+]([O-])c1ccc(N2CCCC2)nc1N1CCCC1	?

A draw from above in order of formula weight, smallest number first.
SMILES	ERK EGF block
Cc1ccccc1C(=O)O/N=C(\N)c1ccncc1	11%
O=[N+]([O-])c1ccc(N2CCCC2)nc1N1CCCC1	?
CCN(CC)CCCNc1oc(/C=C/c2ccccc2)nc1C#N	2%[57.5 µM]
CC(=O)Nc1cccc(C(=O)OCC(=O)NCc2ccc(F)cc2)c1	0%

The list goes on:
SMILES	ERK EGF block
O=C1CCCc2oc3c(c21)CCCC3	-3%
O=[N+]([O-])c1ccc(N2CCOCC2)cc1NC(c1ccccc1)c1ccccc1	?
Cc1ccc(C(=O)c2coc3cc([N+](=O)[O-])c(O)c([N+](=O)[O-])c23)cc1	-1%
Cc1ccc(-n2cc(CN3CCC(O)(c4ccccn4)CC3)c(-c3ccc(F)cc3)n2)cc1	-5%
Cc1ccc(NC(=O)CSc2nccn2C)cc1S(=O)(=O)N1CCOCC1	-5%
COc1cccc(C(=O)Nc2cccc(C(C)=O)c2)c1	-2%
CC(C)Cn1c(=O)c2c(nc3n2CCS3)n(C)c1=O	-6%[57.5 µM]
COc1ccc(/C=N/NC(=O)c2cc(Br)ccc2O)cc1Cn1cc(Cl)cn1	8%
CCNc1nc(NC(C)(C)C)nc(N2CCCCC2)n1	-6%
CC(=O)c1cccc(CN2CCC(CO)(CCCc3ccccc3)CC2)c1	4%
CCc1cccc(NC(=O)Cn2c(-c3ccccc3)cc(C(C)=O)c2C)c1	1%
CC1CCCC(C)N1C(=S)NCc1ccco1 (stereo unspecified)	-17%[57.5 µM]
CCC(C)C(NS(=O)(=O)c1ccc(C)cc1)C(=O)O (stereo unspecified)	5%
O=[N+]([O-])c1cccnc1NCc1cccs1	-2%
Cn1nc(NC(=O)C(C)(C)C)c2c(F)cccc21	-7%[57.5 µM]
O=C(/C=C/c1ccccc1)NC(=S)Nc1ncccn1	-6%[57.5 µM]
COC(=O)c1ccc(C(NC(=O)OCc2ccccc2)/C(F)=C/[C@@H](C)C(=O)NCc2cc(C)on2)cc1 (stereo partly specified)	0%
O=C(NNS(=O)(=O)c1ccccc1)c1ccc(S(=O)(=O)N2CCCCC2)cc1	-4%
CCC(=O)N/C(N)=N/c1nc2ccccc2o1	-8%[57.5 µM]
Cc1ccc(Nc2ccc(C(=O)NCCc3ccccc3)cn2)cc1	6%

Three compounds drawn at random from those above, as already listed:
SMILES	ERK EGF block
O=C(CSC1=NCCS1)NC(c1ccccc1)c1ccccc1	-5%
COc1ccc(/C=C/C(=O)c2ccc(O)cc2)cc1CN1CCOCC1	2%
FC(F)(F)c1ccccc1-c1nccc(NCc2ccccc2)n1	21%

(further entries)
SMILES	ERK EGF block
Cc1ccc(NS(=O)(=O)c2cccc(C(=O)NCC(c3cccs3)N(C)C)c2)cc1 (stereo unspecified)	-6%
Cc1ccc(Cn2ncn(-c3ccccc3)c2=O)cc1	-5%
COc1cccc(C2CC(=O)C3=C(C2)Nc2ccccc2N(C(=O)CCC(=O)O)C3c2ccc(F)cc2)c1 (stereo unspecified)	?
COc1ccc2[nH]c3c(c2c1)CCC/C3=N\N	1%[57.5 µM]
COc1ccc(/C=C/C(=O)NNc2cc(=O)n(C)c(=O)n2C)cc1OC	-21%[57.5 µM]
Cc1cc(NC(=O)CCC(=O)N(c2ccccc2)C(C(=O)NC2CCCCC2)c2cccs2)no1 (stereo unspecified)	-2%
O=C(COC(=O)c1ccccc1)Nc1ccccc1Br	-3%
COc1ccccc1C/C(N)=N/OC(=O)c1cccs1	-1%
COc1ccc(-n2ncc3c(NCCCn4ccnc4)ncnc32)cc1	-4%[57.5 µM]
COC(=O)CCCC1=CC2=C(c3ccccc3)C(=O)C(C)(OC(=O)C3CCCC3)C(=O)C2=CN1c1ccccc1 (stereo unspecified)	2%[57.5 µM]
Cc1onc(-c2c(Cl)cccc2Cl)c1C(=O)NC1C(=O)N2C1SC(C)(C)C2C(=O)O (stereo unspecified)	6%
CCOC(=O)C1(Cc2cccc(OC)c2)CCN(Cc2cc(OC)ccc2OC)CC1	-11%
O=C(NCc1ccccc1)c1onc(CSc2ccccn2)c1C(=O)NCc1ccccc1	-5%[57.5 µM]
COc1ccc(C)c(NC(=O)C2CC(=O)NC3=C2C(=O)CCC3)c1 (stereo unspecified)	-2%
O=C(COC(=O)c1cnc(Cl)c(Cl)c1)Nc1ccc(S(=O)(=O)N2CCCC2)cc1	0%
O=C(Nc1ccc2c(c1)OCCO2)c1ccc(Cl)c([N+](=O)[O-])c1	0%
CC(C)c1c(O)c(-c2cc3c(c(C(C)C)c2O)CCC2C(C)(C)CCC[C@@]32C)cc2c1CCC1C(C)(C)CCC[C@@]21C (stereo partly specified)	0%
COc1ccc2cc3c(N)nn(C(=O)c4ccccc4[N+](=O)[O-])c3nc2c1	9%
CCCCCn1nnc2c(=O)oc3ccccc3c21	-7%
COc1ccccc1C1(O)CCN(CC(=O)Nc2nc(-c3ccccc3)cs2)CC1	?
Cc1c(C(=O)OCC(=O)Nc2ccccc2OC(F)F)cccc1[N+](=O)[O-]	-4%
COc1ccc(N2CCN(C(CNS(=O)(=O)c3ccc4c(c3)OCCO4)c3ccco3)CC2)cc1 (stereo unspecified)	3%
CCOP(=O)(OCC)/C(=N/OC(=O)c1cccc([N+](=O)[O-])c1)C(N)=O	-1%[57.5 µM]
C#CC[N+](C)(C)CCCCCCCC	2%
Nc1nonc1C(=O)NCCNS(=O)(=O)c1ccc(F)cc1	6%
COc1ccc(NC(=O)CSc2nc3c([nH]c4ccccc43)c(=O)n2C)cc1	-6%
Cc1sc(NC(=O)CSc2ncn(-c3ccccc3)n2)nc1-c1ccccc1	0%
O=c1[nH]c(SCc2cccc(Cl)c2)nc2[nH]ncc12	-2%
CCN(CC)C(=O)c1cc(Cl)ccn1	3%
CC(Cl)C(=O)Nc1cc(C(F)(F)F)ccc1N1CCOCC1 (stereo unspecified)	-1%
Cc1ccc(NC(=O)ON=C2CCCC2)cc1	5%
NC1=NC(=O)S/C1=C\c1ccc(O)cc1	0%
Cc1oc(-c2ccc3c(c2)OCCO3)cc1C(=O)NC(Cc1ccccc1)C(=O)O (stereo unspecified)	-3%[57.5 µM]
COC(=O)C(=C/C=C/N1CCOCC1)C(=O)OC	9%[57.5 µM]
CCCN(CCC)CC(O)Cn1cc(/C=C/C(=O)c2ccccc2)c2ccccc21 (stereo unspecified)	-11%
Cc1onc(-c2ccccc2)c1C(=O)NC(=S)Nc1sc2c(c1C#N)CCC(C)C2 (stereo unspecified)	-1%
O=c1[nH]c2ccccc2n1CCCN1CCCCC1	-6%
Cc1cccc(C)c1-n1c(C)nn(CC#N)c1=O	4%
COc1ccc(CC(=O)NCc2nnc(SCc3ccc(C)cc3)n2C)cc1	-24%
CC(C)OCCCNc1ncc2c(n1)CC(c1ccccc1)CC2=O (stereo unspecified)	1%
Cc1ccc(-n2nc3ccc(NC(=S)NC(=O)/C=C/c4ccco4)cc3n2)cc1	3%
